tuberculosis growth: growth inhibition of non-replicating M. tuberculosis (AID 488890); Mycobacterium tuberculosis non-replicating, growth inhibition; higher % means a stronger effect; one-dose inhibition, % at 25 µM; IC50 in µM for titrated hits; hit rate 0.39% among 320,000; in the data active = a potency from the dose series; inconclusive = inhibition mostly from about 82% at the one dose, without a potency; inactive = the rest, 99 in 100 with inhibition below about 76%;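 also: plate controls were DMSO cells for no effect and high antibiotic wells for full effect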
inhibitors of VEEV: inhibitors of VEEV TC-83 cytopathic effect, confirmation, Vero cells (AID 588727); Vero cells, VEEV TC-83 cytopathic effect inhibition; higher % means a stronger effect; hit rate 0.13% among 350,000; inhibition, % at 20 µM; hits with a dose series show IC50 in µM; in the data active = a potency from the dose series; inconclusive = inhibition mostly from about 14% at the one dose, without a potency; inactive = the rest, 99 in 100 with inhibition below about 12%; also: strong numbers were not always called active
Salmonella PhoP GFP: PhoP regulon inhibitors, Salmonella typhi PhoP promoter GFP reporter, confirmatory (AID 1850); Salmonella Typhi PhoP-promoter GFP reporter, fluorescence, 4 h; higher % means a stronger effect; inhibition, % at 50 µM, or IC50 in µM where a hit was titrated; hit rate 0.33% among 310,000; in the data active = a potency from the dose series; inconclusive = inhibition mostly from about 25% at the one dose, without a potency; inactive = the rest, 99 in 100 with inhibition below about 19%;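 also: 0% = induced wells with vehicle and 100% = uninduced wells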
H1N1 NS1A inhibition: H1N1 influenza NS1A inhibitors, functional cell based assay (AID 504329); NS1A functional cell-based assay, percent inhibition; higher % means a stronger effect; inhibition, % at 12.5 µM; hits with a dose series show IC50 in µM; hit rate 0.3% among 340,000; in the data active = a potency from the dose series; inconclusive = inhibition above about 27% without an active follow-up result; also: strong numbers were not always called active
H37Rv inhibition: M. tuberculosis growth inhibition, HTS (AID 449762) | M. tuberculosis H37Rv growth inhibition, 7H9 media; higher % means a stronger effect | one-dose inhibition, % at 25 µM; IC50 in µM for titrated hits | hit rate 0.59% among 330,000; in the data active = a potency from the dose series; inconclusive = inhibition above about 70% without an active follow-up result;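 also: bacterial growth assessed after seven days of incubation; strong numbers were not always called active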
inhibitors of VEEV 10K pilot screen: also measured in inhibitors of VEEV; calls as there; inhibition, %; measured here: 10K pilot screen inhibition
Starred values were filed as active, the others as inactive; i = inactive; ? = inconclusive; · = not tested or not shown.

SMILES	tuberculosis growth	inhibitors of VEEV	Salmonella PhoP GFP	H1N1 NS1A inhibition	H37Rv inhibition	others
CCN1CCN(Cc2cccc(Oc3ccccc3)c2)CC1	36%	1.0%	1%	0%	-12%
O=C(/C=C/c1cccc(F)c1)Nc1cc(S(=O)(=O)N2CCOCC2)ccc1Cl	22%	7.6%	·	2%	-7%
CCOc1cc(/C=C2\CCCC(C(=O)C(F)(F)F)=C2O)ccc1O	29%	0.4%	-5%	0%	-1%
O=C1CC(=O)N(c2ccccc2F)C(=O)N1	-8%	0.8%	-14%	1%	7%
NCC12CC3CC(C1)CC(c1ccc(Cl)cc1)(C3)C2	?	3.7%	19%	-9%	?
Nc1cc2c(cc1Br)-c1ccccc1C2=NO	·	4.6%	·	13%	·
CCN(CC)S(=O)(=O)c1cccc(C(=O)N2CCCCC2)c1	34%	i	-4%	-16%	-11%
Cc1nn(CC(=O)Nc2ccccn2)c(=O)c2ccccc12	·	1.4%	-2%	10%	-10%	inhibitors of VEEV 10K pilot screen=0.0
Cn1c(=O)[nH]c2nc[nH]c2c1=O	4%	i	0%	-6%	4%
O=C(COC(=O)c1ccccc1NC(=O)c1ccco1)NC1CC1	76%	1.1%	0%	1%	?
O=c1cc(CO)oc(CN2CCC(Cc3ccccc3)CC2)c1O	-13%	i	14%	2%	-2%
COc1ccc(CC(=O)NCc2cn3ccsc3n2)cc1	-18%	i	10%	-14%	2%
Cc1[nH]c(SCC(=O)Nc2cc(C(N)=O)cc(C(N)=O)c2)nc1Cc1ccccc1	11%	2.5%	·	-10%	-1%
O=C(N/N=C/c1ccco1)c1cc(C2CC2)nc2ccccc12	8%	·	3%	·	3%
Cc1cc(-c2onc(C)c2C(=O)Oc2ccc(Cl)cc2)no1	63%	4.1%	-14%	-4%	-1%
O=C(Oc1cccc([N+](=O)[O-])c1)c1cc(-c2ccccc2)nc2ccccc12	41%	0.7%	1%	8%	23%
COc1ccc(OC)c(NC(=O)C2CCCC2)c1	8%	1.7%	3%	-1%	5%
CC(C)S(=O)(=O)N1CCCC(C(=O)c2cccc(Cl)c2)C1 (stereo not given)	6%	2.1%	-7%	-16%	-1%
Cc1noc(C)c1COc1ccc(C(=O)N2CCN(c3ccccc3F)CC2)cc1	9%	6.4%	0%	-3%	0%
Cc1ccc(Sc2c(C=O)c3ccccc3n2C)cc1	-10%	3.4%	-6%	-5%	-1%
CN1CCc2c(sc(/N=C/c3cc(C(C)(C)C)ccc3O)c2C#N)C1	27%	i	-7%	-1%	4%
Cc1cccc(N2C(=O)CC(N3CCC(c4nc5ccccc5[nH]4)CC3)C2=O)c1 (stereo not given)	38%	0.8%	-3%	-4%	-3%
O=C(OCc1cc(=O)n2ccsc2n1)c1ccc(OC(F)F)cc1	·	3.2%	·	-5%	·
O=C(COC(=O)c1ccccc1NCCO)Nc1cccc(S(=O)(=O)NC2=NCCCCC2)c1	11%	1.3%	-7%	0%	2%
O=C(c1ccc(Br)o1)N1CCN(C/C=C/c2ccccc2)CC1	11%	0.4%	3%	10%	-8%

Next part (2 carried over from the part before).
SMILES	tuberculosis growth	inhibitors of VEEV	Salmonella PhoP GFP	H1N1 NS1A inhibition	H37Rv inhibition	others
O=C(COC(=O)c1ccccc1NCCO)Nc1cccc(S(=O)(=O)NC2=NCCCCC2)c1	11%	1.3%	-7%	0%	2%
O=C(c1ccc(Br)o1)N1CCN(C/C=C/c2ccccc2)CC1	11%	0.4%	3%	10%	-8%
COc1ccccc1NC(=O)C(C/C=C(/C)Cl)C(C)=O (stereo not given)	-20%	1.0%	0%	-3%	0%
Cc1ccc(C)c(SCC(=O)OCC(=O)NCc2ccccc2)c1	36%	1.5%	10%	-6%	4%
COc1cc2c(cc1OC)C13CCN4CC5=CCOC6CC(=O)N2C1C6C5CC43 (stereo not given) (tested in a mixture with another compound)	-8%	0.1%	-4%	4%	-16%
O=c1c(Cl)c2oc3ccccc3nc-2c2ccccc12	74%	i	2%	18%	9.4µM*
COC(=O)c1ccccc1NC(=S)NC(=O)c1ccccc1	80%	3.0%	-32%	-9%	3%
CCOC(=O)CCNCC1COc2ccccc2O1 (stereo not given)	-13%	0.8%	6%	1%	-6%
CCCn1c(=NC(=O)c2ccncc2)c(C#N)cc2c(=O)n3cccc(C)c3nc21	·	0.2%	·	15%	·
C=CC(=O)NC(C)(C)CCN1CCOCC1	-1%	0.6%	10%	9%	-1%
COc1ccccc1CC1(C)NC(=O)N(CC(=O)N2CCc3ccccc3C2)C1=O (stereo not given)	6%	2.0%	5%	-1%	0%
CCN(CC)S(=O)(=O)c1ccc2c(c1)nc(SC(C)C(=O)NCC1CCCO1)n2CC (stereo not given)	3%	1.2%	-7%	-12%	-22%
Cc1c(NC(=O)COC(=O)c2ncc(Cl)c(Cl)c2Cl)c(=O)n(-c2ccccc2)n1C	-5%	0.5%	0%	-6%	-7%
COc1ccc(/C=N/n2cnc3c([nH]c4ccc(F)cc43)c2=O)cc1CN1CCCC1	26%	13%	12%	-5%	-7%
Cc1nn(Cc2cccc(C(=O)Nc3ccn(Cc4ccccc4F)n3)c2)c(C)c1[N+](=O)[O-]	-1%	6.2%	-7%	7%	-8%
O=C(CN1C(=O)C2CC=CCC2C1=O)OCc1cc(=O)n2cc(Br)ccc2n1 (stereo not given)	-4%	2.2%	4%	2%	1%
CCc1cc(C(=O)N2CCN(c3ncccn3)CC2)sc1C	2%	12%	2%	-2%	11%
COc1ccccc1N1C(=O)c2cccc3cccc(c23)C1=O	-7%	0.8%	-8%	-6%	4%
CCc1ccc(N=c2c([N+](=O)[O-])nn(-c3ccc4c(c3)OCCO4)n2O)cc1	76%	0.1%	-3%	10%	18%
O=C(Nc1cccc(S(=O)(=O)N2CCCCC2)c1)C1CCCC1	22%	1.8%	·	-9%	-2%
CCc1[nH]c(=O)[nH]c1C(C)S(=O)(=O)c1ccc(C)cc1 (stereo not given)	9%	1.6%	-15%	-5%	-4%	inhibitors of VEEV 10K pilot screen=1.4
CCCN1Cc2cccc(C(=O)NC(C)c3cccs3)c2C1=O (stereo not given)	51%	2.4%	-1%	-2%	-3%
COc1ccc(CNC(=O)C2CCN(c3nccs3)CC2)cc1	10%	i	-6%	2%	2%	inhibitors of VEEV 10K pilot screen=0.4
c1ccc(-c2ccc(C3=Nn4c(nnc4-c4cc(-c5ccccc5)n[nH]4)SC3)cc2)cc1	0%	0.9%	3%	3%	9%
CCN(Cc1ccccc1)S(=O)(=O)c1ccc(S(=O)(=O)N2CCN(C)CC2)cc1	6%	i	-16%	-4%	4%
CCOC(=O)c1oc2ccccc2c1CN1CCOCC1	9%	2.9%	-11%	-34%	13%
CCN(CC)CCNC(=O)c1ccc(NC(=O)c2ccc(S(=O)(=O)N(C)c3ccccc3OC)cc2)cc1	·	7.4%	·	-4%	·

The listing continues:
SMILES	tuberculosis growth	inhibitors of VEEV	Salmonella PhoP GFP	H1N1 NS1A inhibition	H37Rv inhibition	others
CSc1ncc(C(=O)Nc2ccc(C)cc2C)c(C)n1	2%	0.9%	2%	22%	?
Cc1cc(NC(=O)Nc2ccc(C)c(C)c2)no1	33%	1.9%	0%	0%	8%
CC(CCc1ccccc1)NC(=O)c1ccc(Br)o1 (stereo not given)	73%	5.7%	2%	-3%	-7%
CCOc1ccccc1NC(=O)CC(O)(C(F)(F)F)C(F)(F)F	3%	1.8%	-3%	0%	1%
O=C(O)CSc1nnc(-c2cccnc2)n1Cc1ccccc1	-11%	0.4%	7%	-6%	-6%
COCc1nnc(NS(=O)(=O)c2c(C)cc(C)cc2C)s1	32%	0.1%	2%	-10%	14%
COC(=O)c1ccccc1Oc1cc(C(F)(F)F)nc(-c2ccccn2)n1	63%	0.9%	1%	2%	12%
CC(C)c1ccc(C(=O)NN2C(=O)C3CCCCC3C2=O)cc1 (stereo not given)	-3%	1.1%	-1%	21%	-1%
CSc1ccc(CCNC(=O)c2nn(C)c3c2CS(=O)(=O)c2ccccc2-3)cc1	-6%	8.5%	-15%	0%	7%
O=C1NC2(CCCCC2)C(=O)N1Cc1cccc(C(F)(F)F)c1	11%	i	-15%	-7%	8%
CCOC(=O)c1[nH]c(C)c(C(=O)OCC(=O)Nc2sc3c(c2C#N)CCCCC3)c1C	1%	5.5%	2%	-15%	-9%
Cc1ccc2c(Cl)c(C(=O)NCCc3ccccc3)sc2c1	?	1.0%	-9%	2%	16%
CC(C)Sc1nc2[nH]ncc2c(=O)[nH]1	·	1.1%	-5%	-11%	0%
Cc1nn(C(C)C(=O)NCc2cccs2)c(=O)c2nn(-c3ccccc3)c(C)c12 (stereo not given)	-1%	1.2%	-6%	-1%	-5%
COc1ccc(S(=O)(=O)N2CCC(C(=O)N3CCCC3)CC2)cc1Cl	2%	i	-10%	5%	0%
COc1ccc(N2CC(C(=O)Nc3nc(-c4ccccc4)c(C(C)=O)s3)CC2=O)c(OC)c1 (stereo not given)	18%	10%	18%	18%	1%
O=C(Cn1[nH]c(=O)c2ccccc2c1=O)N1CCN(S(=O)(=O)c2ccc(Cl)cc2)CC1	10%	0.3%	·	0%	-8%
CC(=O)c1c(C)[nH]c(C(=O)CSc2ccc(F)cc2)c1C	13%	i	4%	3%	-7%
Cc1cc2nc(C)n(CCCN)c2cc1C	5%	i	-4%	-6%	-4%
Cc1cc(/C=C2/C(=O)NC(=O)N(Cc3ccco3)C2=O)c(C)n1-c1ccccc1O	2%	i	20%	10%	-1%
CSc1nc(-c2ccccc2)c2cc(Cl)ccc2n1	40%	0.1%	-4%	-7%	-1%
Cc1nc(SCc2nc3ccc(C(F)(F)F)cc3[nH]2)c2oc3ccccc3c2n1	·	1.5%	·	-1%	17%
CCCCNC(=O)c1ccccc1C(=O)NCCCC	-9%	2.8%	-7%	-6%	2%
CON/C=C(\C=Nc1ccccc1)c1ncc(C(F)(F)F)cc1Cl	7%	i	-2%	2%	4%
CCC(=O)c1ccc(N2CCN(C(=O)c3ccccc3)CC2)c(F)c1	69%	i	-10%	-4%	4%

Among those listed so far, three contain a cyano group:
SMILES	tuberculosis growth	inhibitors of VEEV	Salmonella PhoP GFP	H1N1 NS1A inhibition	H37Rv inhibition	others
CN1CCc2c(sc(/N=C/c3cc(C(C)(C)C)ccc3O)c2C#N)C1	27%	i	-7%	-1%	4%
CCCn1c(=NC(=O)c2ccncc2)c(C#N)cc2c(=O)n3cccc(C)c3nc21	·	0.2%	·	15%	·
CCOC(=O)c1[nH]c(C)c(C(=O)OCC(=O)Nc2sc3c(c2C#N)CCCCC3)c1C	1%	5.5%	2%	-15%	-9%

Next part:
SMILES	tuberculosis growth	inhibitors of VEEV	Salmonella PhoP GFP	H1N1 NS1A inhibition	H37Rv inhibition	others
O=C(c1ccccc1)N1CCN(Cc2ccccc2)CC1	3%	1.6%	-5%	-1%	5%
CCN(Cc1nc2ccccc2c(=O)[nH]1)C(=O)c1cc(C2CC2)nn1-c1ccccc1	41%	9.5%	·	-6%	6%
CS(=O)(=O)N1CCC(C(=O)NCc2ccc(Cl)cc2Cl)CC1	-15%	0.7%	3%	-15%	-8%
Cc1ccc(-n2nc(C)c3c2OC(N)=C(C#N)C3c2ccoc2)cc1 (stereo not given)	38%	0.1%	0%	1%	-1%	inhibitors of VEEV 10K pilot screen=4.5
CCOCCCNC(=O)C1CCN(S(=O)(=O)N(CC(C)C)CC(C)C)CC1	-16%	i	-4%	-4%	-1%
Cn1c(SCc2ccc([N+](=O)[O-])cc2)nnc1-c1cccnc1	-2%	i	3%	5%	1%
CCC(=O)NC(=S)Nc1cccc(NC(=O)c2ccc(Cl)cc2Cl)c1	4%	11%	-2%	-7%	-3%
Cc1onc(-c2c(Cl)cccc2Cl)c1C(=O)N1CCN(c2ncccn2)CC1	7%	2.6%	-2%	-6%	-1%
Cc1cc(C)n(-c2ccc(Cl)c(C(=O)Nc3ccc(OC(F)(F)F)cc3)n2)n1	-27%	0.9%	-7%	-8%	-4%
CC(C)CNc1cc(Cl)c(S(=O)(=O)NCC(C)C)cc1C(=O)O	17%	1.8%	1%	-4%	-1%
CCCCCn1c(=O)[nH]c2cc(C(=O)NCc3ccccn3)ccc2c1=O	10%	0.8%	-8%	20%	-1%
Cc1ccc(S(=O)(=O)N(C)CCCC(=O)N2CCN(C=O)CC2)cc1	-6%	0.4%	4%	-1%	-5%
C[C@]12CCC3C(CCC4=C/C(=N/OCC(=O)NC(CCC(N)=O)C(=O)O)CC[C@@]43C)C1CCC2O (stereo not given in full)	-6%	i	2%	-15%	-1%
COc1c(C)cc(C(=O)C2CCCN(C(=O)c3cccc(-n4cccn4)c3)C2)cc1C (stereo not given)	15%	0.3%	-21%	4%	-5%
CSc1ccc(-c2nnn(CC(=O)NCc3ccccc3)n2)cc1	-9%	5.3%	6%	-1%	35%

High-throughput results: PubChem, Southern Research Specialized Biocontainment Screening Center

Random draw from the library; any-hit rate near 1.4%.
